# OX1R antag: blocks the human orexin 1 receptor; inhibition, % at 6.6 µM; OX1R-expressing cells, FRET antagonist read-out; actives 1.8% (n = 330,000); in the data active = inhibition mostly above about 38%, no sharp cut-off; inactive = mostly below about 40%;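 also: 0% = agonist challenge alone and 100% = reference antagonist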
# Target sequence (O43613 whole entry, looked up): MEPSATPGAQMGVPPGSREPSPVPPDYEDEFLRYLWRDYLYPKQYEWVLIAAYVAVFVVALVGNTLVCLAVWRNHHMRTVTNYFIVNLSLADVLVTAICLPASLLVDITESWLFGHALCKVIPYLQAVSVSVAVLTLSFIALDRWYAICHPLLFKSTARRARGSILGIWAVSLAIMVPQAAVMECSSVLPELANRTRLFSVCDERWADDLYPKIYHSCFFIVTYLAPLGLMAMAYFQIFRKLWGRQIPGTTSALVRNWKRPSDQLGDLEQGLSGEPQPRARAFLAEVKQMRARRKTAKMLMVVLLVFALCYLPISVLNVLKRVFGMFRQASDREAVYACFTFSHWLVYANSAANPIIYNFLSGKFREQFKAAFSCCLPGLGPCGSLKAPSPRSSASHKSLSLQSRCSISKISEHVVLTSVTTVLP
# STK33 inh: human STK33 kinase inhibition. Q9BYT3. purified STK33, MBP phosphorylation, ADP-Glo luminescence. inhibition, % at 10 µM. actives 0.073% (n = 320,000). AID 2661;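 active = inhibition at or above 25%, using the most active replicate where run in duplicate; inactive = inhibition below 25%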
# Target sequence (Q9BYT3 whole entry, looked up): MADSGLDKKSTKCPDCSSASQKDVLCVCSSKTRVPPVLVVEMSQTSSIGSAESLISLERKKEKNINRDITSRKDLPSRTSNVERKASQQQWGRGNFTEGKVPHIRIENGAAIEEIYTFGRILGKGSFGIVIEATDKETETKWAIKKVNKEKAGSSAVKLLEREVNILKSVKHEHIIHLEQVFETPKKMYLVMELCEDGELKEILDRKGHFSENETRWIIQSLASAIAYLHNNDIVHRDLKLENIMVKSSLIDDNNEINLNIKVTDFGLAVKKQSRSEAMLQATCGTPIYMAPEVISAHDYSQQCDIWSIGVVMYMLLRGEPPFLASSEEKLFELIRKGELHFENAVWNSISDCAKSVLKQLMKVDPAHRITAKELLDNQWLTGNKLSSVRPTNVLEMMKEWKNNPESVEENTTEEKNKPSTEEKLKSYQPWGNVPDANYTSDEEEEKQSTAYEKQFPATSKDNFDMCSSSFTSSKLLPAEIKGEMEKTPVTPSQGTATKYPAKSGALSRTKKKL
# Starred values were filed as active, the others as inactive; · = no result given.
compound,OX1R antag,STK33 inh
C(=N\N1CCOCC1)/c1nc(-c2ccccc2)n2ccccc12,28,-0.9
CCOc1cc(/C=C2\SC(=S)N(NS(=O)(=O)c3ccc(C)cc3)C2=O)ccc1O,31,1.3
CC(C)C[C@H](NC(=O)C1CCN(S(=O)(=O)c2ccccc2)CC1)C(=O)NCc1ccccn1,4,-0.2
CN(CC1CCCO1)S(=O)(=O)c1ccc(C(=O)Nc2ccccc2F)cc1 (stereo unspecified),28,-1.4
Cc1nn2c(CN(C(=O)CN3CCOCC3)c3ccccc3)nnc2c2ccccc12,15,-1.4
COC(=O)c1[nH]c2c(c1C)C(=O)CC(c1ccccc1)C2 (stereo unspecified),17,-2.2
N#C/C(=C\c1ccc(Sc2nc3ccccc3[nH]2)o1)c1ccccc1,74*,-0.6
N/C(=N\OS(=O)(=O)c1ccc(Br)cc1)c1ccncc1,14,-1.5

# OX1R antag: hit marks shown above.
compound,OX1R antag,STK33 inh
N#C/C(=C\c1ccc(Sc2nc3ccccc3[nH]2)o1)c1ccccc1,74*,-0.6

# New compounds follow.
compound,OX1R antag,STK33 inh
Cc1cc(NS(=O)(=O)c2ccccc2)n(-c2ccccc2)n1,18,-4.1
Cc1nc2nc[nH]n2c(=O)c1NC(=O)CCc1ccccc1,29,·
CCOc1ccc(CCNC(=O)COC(=O)COc2ccc(C#N)cc2)cc1OCC,8,-0.1
CCOC(=O)C1=C(N)Oc2cc(C)n(C)c(=O)c2C1c1ccncc1 (stereo unspecified),22,-1.1
CCOc1ccc(Nc2nc(Cc3nnc(SCC(=O)O)o3)cs2)cc1,12,-0.7
O=C(Nc1nc(-c2ccccc2)nc2ccccc12)c1ccc(F)cc1,5,-0.7
CCn1cc(C(=O)NCc2ccc3c(c2)OCO3)c(=O)c2cc(S(=O)(=O)N(C)C)ccc21,14,3.8
CCC(CC)NC(=O)C1CC(=O)N(CCc2ccc(F)cc2)C1 (stereo unspecified),9,1.7
CCc1nn(CC(=O)N2CCC(C)CC2)c(=O)c2cccn12,4,0.1
Cc1ccc(NC(=O)N2CCc3ccccc3C2)cc1C,·,0.7
CSCC[C@H](N)C(=O)NCC1CCC(C(=O)Nc2ccc3c(c2)OCO3)CC1 (stereo partly specified),2,0.0
CCc1ccc(C(C)NC(=S)NC2CCCCC2)cc1 (stereo unspecified),·,0.8
CCN(CC(=O)Nc1c(F)cccc1F)C(=O)CNC(=O)c1ccco1,17,-2.0
Cc1ccc(CO/N=C/c2c(O)cc(C)oc2=O)cc1,16,-0.9
C=CCC[C@H](Cc1ccc(F)cc1)C(=O)OC[C@@H](Cc1c[nH]c2ccccc12)NC(=O)[C@@H](CC=C)CC(=O)NCCO,4,-0.1
COc1ccccc1N1CCN(/N=C/c2cc(Br)ccc2F)CC1,20,-3.2
O=C(C[C@H]1C/C=C\CC[C@@H](Cc2ccc(F)cc2)C(=O)OC[C@H]2CCCN2C1=O)NCCO,9,-2.1
CN(C)S(=O)(=O)c1cccc(NC(=O)CSc2ncnc3ccccc23)c1,24,0.6
COc1ccc2[nH]c3c(c2c1)CCN1C(=O)C(CC(=O)NCc2ccco2)C[C@H](C(=O)N2CCCCC2)[C@@]31C (stereo partly specified),20,·
C[C@@H]1NS(=O)(=O)[C@H]2C[C@@H]3C=C[C@]2(O3)[C@H]1OC(=O)c1ccc(C(C)(C)C)cc1,0,0.2
Cc1ccc2c(CN(C)Cc3cccc(F)c3)cc(=O)oc2c1,6,-1.3
Cc1ccc(C2=NN(CC(=O)NCc3ccccn3)C(=O)CC2)cc1,31,0.5
CCOC(=O)C1(Cc2cccc(Cl)c2)CCCN(C(=O)c2cc(C(C)C)nn2C)C1 (stereo unspecified),23,-1.2
O=C(NCCCN1CCCC1=O)C(=O)NCC1OCCN1S(=O)(=O)c1ccc(Br)cc1 (stereo unspecified),12,-5.2
COCCNC(=O)CCSc1nc(-c2ccc(OC)cc2)cc(C(F)(F)F)n1,21,-0.9
Cc1ccc(C)c(S(=O)(=O)NCc2ccc(C(=O)N3CC(C)OC(C)C3)cc2)c1 (stereo unspecified),26,-0.7
CC1=C(C(=O)NCc2ccc(Cl)cc2)C2(CCC(C)CC2)OC1=O (stereo unspecified),6,-1.6
COc1ccc(O)c(CN2CCCC(N3CCN(c4ccccc4OC)CC3)C2)c1 (stereo unspecified),7,0.0
CCOC(=O)c1cnc2ccc(OC)cc2c1Nc1ccc2c(c1)OCCO2,39,3.4
CN(C)C(=S)Nc1ccc(S(=O)(=O)N2CCCCC2)cc1,5,-2.8
COC1(c2cc(-c3ccccc3)nc(N)n2)CCCCC1,15,-2.4
Cc1ccc(N2C(N)=C(C#N)C(c3cc(CN4CCOCC4)cs3)C3=C2CC(C)(C)CC3=O)cc1 (stereo unspecified),16,-0.5

# 16 compounds from above, arranged by molecular weight, high to low.
compound,OX1R antag,STK33 inh
C=CCC[C@H](Cc1ccc(F)cc1)C(=O)OC[C@@H](Cc1c[nH]c2ccccc12)NC(=O)[C@@H](CC=C)CC(=O)NCCO,4,-0.1
COc1ccc2[nH]c3c(c2c1)CCN1C(=O)C(CC(=O)NCc2ccco2)C[C@H](C(=O)N2CCCCC2)[C@@]31C (stereo partly specified),20,·
O=C(NCCCN1CCCC1=O)C(=O)NCC1OCCN1S(=O)(=O)c1ccc(Br)cc1 (stereo unspecified),12,-5.2
Cc1ccc(N2C(N)=C(C#N)C(c3cc(CN4CCOCC4)cs3)C3=C2CC(C)(C)CC3=O)cc1 (stereo unspecified),16,-0.5
O=C(C[C@H]1C/C=C\CC[C@@H](Cc2ccc(F)cc2)C(=O)OC[C@H]2CCCN2C1=O)NCCO,9,-2.1
Cc1ccc(C)c(S(=O)(=O)NCc2ccc(C(=O)N3CC(C)OC(C)C3)cc2)c1 (stereo unspecified),26,-0.7
COCCNC(=O)CCSc1nc(-c2ccc(OC)cc2)cc(C(F)(F)F)n1,21,-0.9
COc1ccc(O)c(CN2CCCC(N3CCN(c4ccccc4OC)CC3)C2)c1 (stereo unspecified),7,0.0
C[C@@H]1NS(=O)(=O)[C@H]2C[C@@H]3C=C[C@]2(O3)[C@H]1OC(=O)c1ccc(C(C)(C)C)cc1,0,0.2
CCOC(=O)c1cnc2ccc(OC)cc2c1Nc1ccc2c(c1)OCCO2,39,3.4
CC1=C(C(=O)NCc2ccc(Cl)cc2)C2(CCC(C)CC2)OC1=O (stereo unspecified),6,-1.6
Cc1ccc(C2=NN(CC(=O)NCc3ccccn3)C(=O)CC2)cc1,31,0.5
CN(C)C(=S)Nc1ccc(S(=O)(=O)N2CCCCC2)cc1,5,-2.8
Cc1ccc2c(CN(C)Cc3cccc(F)c3)cc(=O)oc2c1,6,-1.3
COC1(c2cc(-c3ccccc3)nc(N)n2)CCCCC1,15,-2.4
Cc1ccc(CO/N=C/c2c(O)cc(C)oc2=O)cc1,16,-0.9

# (list continues)
compound,OX1R antag,STK33 inh
N#Cc1c(N)nc2c(c1N)CC(=O)N2c1ccccc1-c1ccccc1,20,-2.5
CCOC(=O)C1=c2/c(=C/c3ccncc3)c(N)c(C(=O)OC)n2C(=O)C(c2ccncc2)S1 (stereo unspecified),21,·
COCC(C)NC(=O)COCc1cc(-c2ccc3c(c2)OCO3)on1 (stereo unspecified),9,-3.9
C/C(=N\S(=O)(=O)c1ccc(C)cc1)N(C)C,14,-1.8
CC(C)(C)OC(=O)n1cc(C(=O)c2ccccc2O)cn1,2,-1.2
O=c1c(O)c(-c2ccc(O)c(O)c2)oc2cc(O)cc(O)c12,42,38*
CCCCNS(=O)(=O)c1ccc2nc(SCC(=O)c3ccc(C#N)cc3)[nH]c2c1,18,-0.7
Cn1nc(C(F)(F)F)cc1-c1ccc(S(N)(=O)=O)s1,5,6.0
CCn1ccnc1[C@@H]1C[C@H]2CN(c3ccccc3OC)C(=O)[C@]23CCCN13,4,-0.6
CCNC(=S)Nc1ccc(N(c2ccccc2)C(C)C)cc1,12,-1.3
COc1ccc(-c2nn(-c3ccccc3)cc2/C=N/n2cnnc2)cc1OC,13,-0.2
O=C1c2[nH]nc(-c3ccccc3O)c2C(c2cccc(Cl)c2)N1CC1CCCO1 (stereo unspecified),19,-0.1
CC(=O)Nc1cccc(NC(=O)CCn2cnc3cc(C)c(C)cc32)c1,7,-0.8
CSc1ccc(CCCCCCOC(=O)C(C)(C)C)cc1,9,0.2
CCC(C(=O)NCc1ccco1)N(C(=O)CNS(=O)(=O)c1ccccc1)c1ccc(F)cc1 (stereo unspecified),2,0.4
CC(C)(C)OC(=O)NCCc1nnc(SCc2c(Cl)cccc2Cl)o1,5,-0.7
COCCCNC1=C(Cl)C(=O)c2ccccc2C1=O,56*,-14
Cc1nc([N+](=O)[O-])c(C(=O)OCc2ccc(C#N)cc2)n1C,31,-1.4
COC(=O)c1sc(N2CCN(c3ccc(Cl)cc3)CC2)nc1N,21,-1.1
C/C(CC(=O)Nc1ccc(Cl)cn1)=N\NC(=O)Cc1cccs1,14,-0.5
Cc1c(CCO)c(=O)[nH]n1C(=O)c1ccc(F)cc1,11,1.7
CCOC(=O)Cn1c(SC)nc2sc3c(c2c1=O)CC(C)(C)OC3,6,-2.5
CCN(CC)c1ccc(N2C(=O)/C(=C/c3cccnc3)SC2=S)cc1,15,-0.4
CCOC(=O)c1c(C)[nH]c(C(=O)N/N=C\c2ccccc2O)c1C,9,-1.7
CC(C)(Oc1ccc(Cl)cc1)C(=O)OCC(=O)N1CCCC1,7,0.6
O=C(COC(=O)c1ccc(O)cc1O)c1ccc2c(c1)OCCO2,9,1.5
CCOc1ccc(NC(=O)CN2C(=O)C3CCCN3C2=O)cc1 (stereo unspecified),14,-0.3
COc1ccc(NC(=O)CN(C)C(=O)c2cccc(S(=O)(=O)N3CCCc4ccccc43)c2)cc1,12,-0.3
CCOc1ccc(CCNC(=O)Cn2c(=O)c3cccn3c3cccnc32)cc1,8,-0.3
COc1ccccc1CNC(=O)C(NC(=O)C1CCCCC1)C(C)C (stereo unspecified),-3,-1.8
CCCC(=O)Nc1ccc2nc(C)n(Cc3ccccc3Cl)c(=O)c2c1,3,0.1
CCOc1cc(/C=N/Nc2nncc(-c3ccccc3)n2)ccc1O,47,-0.9
O=C(N/N=C/c1ccc(OC2CSC2)cc1)c1ccccc1,18,-0.3
CCCC/S(C)=N/S(=O)(=O)c1ccc(C)cc1 (stereo unspecified),20,-1.5
CCc1noc(C)c1C(=O)Nc1nnc(C(CC)CC)s1,3,-0.2
O=C1CC(C(=O)N2CCN(S(=O)(=O)c3cccc(F)c3)CC2)CN1Cc1ccccc1Cl (stereo unspecified),12,0.3
CCC(ONc1ccccc1C(F)(F)F)(C(=O)NN(C)C)c1ccccc1 (stereo unspecified),7,-1.8
CCOc1ccc(C(O)Cn2c(=N)n(CCN3CCCCC3)c3ccccc32)cc1 (stereo unspecified),3,-2.8
CC(=O)Nc1ccc(S(=O)(=O)NCCC(=O)OCc2csc(CC(=O)Nc3ccccc3C)n2)cc1,25,-2.0
CC(C)(C)NS(=O)(=O)c1ccc(NS(C)(=O)=O)cc1,-1,-1.1
COc1cc(/C=N/NC(=O)Cc2c[nH]c3ccccc23)cc(OC)c1OC,11,0.8
COc1ccc(N(C(=O)c2cccc([N+](=O)[O-])c2)S(=O)(=O)c2cccs2)cc1,23,-2.5
CCN(CC)CCCNC(=S)N(Cc1cccnc1)Cc1cc2cccc(C)c2[nH]c1=O,10,-1.8
CNC(=S)N(CCCO)Cc1cc2cc3c(cc2[nH]c1=O)OCO3,-6,-0.1
O=C(NCCCN1CCOCC1)c1ccc2c(c1)N(Cc1ccccc1)C(=O)c1ccccc1S2,8,0.7
CCOC(=O)C1CCCN(C(=O)c2cc(Cl)ccc2Cl)C1 (stereo unspecified),9,-1.9
CCC(C)c1ccc(S(=O)(=O)N2CCN(C(=O)COc3ccc4c(C)cc(=O)oc4c3)CC2)cc1 (stereo unspecified),5,-0.6
COc1ccccc1NC(=O)COC(=O)CCn1c(C)csc1=O,15,-1.2
CCOc1ccc(NC(=O)N(CCCN2CCOCC2)Cc2cccnc2)cc1,8,-2.0
Cc1nn(C)c(=O)n1-c1ccc(Oc2ccccc2)cc1,4,-0.7
CCOC(=O)CSc1nc2ccccc2c(=O)n1CC1CCC(C(=O)NCc2ccco2)CC1 (stereo unspecified),8,0.2
Cc1ccc2cc(CN(Cc3nnnn3C3CCCCC3)CC3CCCO3)c(=O)[nH]c2c1 (stereo unspecified),16,0.3
CC(=O)NCCc1nc2cc(NC(=O)c3ccc(Cl)cc3)ccc2n1C,-4,-0.6
C=CCOc1ccc(C2N3CC4(CC)CN2CC(CC)(C3)C4=O)cc1 (stereo unspecified),8,-0.2
CC(=O)c1ccc(NC(=O)COC(=O)c2ccccc2Sc2ccccc2C#N)cc1,2,-0.4
Cc1cccnc1N(C(=O)Nc1cccc(Cl)c1)C1=NCC(C)(C)S1,13,0.0

# The list goes on:
compound,OX1R antag,STK33 inh
CC1CCc2c(sc(NC(=O)C(=O)NCc3ccco3)c2C#N)C1 (stereo unspecified),16,6.6
CN(C)c1ccc(NC(=O)Nc2cccc3ccccc23)cc1,54,0.5
COc1cc(OC)c(CN2CCCN(C)CC2)cc1Br,11,-1.5
Cc1ccc(-n2c3c(cc(C(=O)NC4CCSC4=O)c2=O)C(=O)CC(C)(C)C3)cc1 (stereo unspecified),11,-1.0
O=C(Nc1cccnc1)c1scc2c1OCCO2,10,4.0
NS(=O)(=O)c1cccc(NC(=O)c2ccc(S(=O)(=O)N3CCCCCC3)cc2)c1,-2,0.1
CCC(=O)N(c1nnc(SCC(=O)Nc2ccc(N3CCOCC3)cc2)s1)C1CC1,5,0.0
CCOC(=O)CCc1c(C)c2ccc(OC(C)C(=O)OCC)c(C)c2oc1=O (stereo unspecified),19,-0.3
COc1ccc(NC(=O)c2ccccc2[N+](=O)[O-])cc1,16,1.6
CCCCN(C)C(=O)c1nc2ccccn2c1CN(C)Cc1csc(C)n1,16,0.2
CCN(CC(=O)N1CCN(c2ccccc2)CC1)S(=O)(=O)c1ccc(C)cc1,17,-0.7

# From PubChem BioAssay
